Bioassay records: PubChem BioAssay, several laboratories
HIV peptide binding: inhibitors of HIV fusion peptide binding, primary screen, biochemical, uHTS, fluorescence dequenching (AID 1986) | cell-free peptide binding, fluorescence dequenching, 30 min; higher % means a stronger effect | inhibition, % at 20 µM; hits with a dose series show IC50 in µM | 290,000 tested, 0.3% active; in the data active means inhibition mostly above about 52%, no sharp cut-off; inactive means mostly below about 76%; further: some results filed as inactive read as strong as hits
UTI89 phage lysis: inhibition of K1F phage lysis, E. coli UTI89, bacterial capsule biogenesis inhibitors, alamar blue (AID 488966); 340,000 tested, 0.02% active; E. coli UTI89 K1F phage lysis, alamar blue, 2 h; higher % means a stronger effect; one-dose inhibition, % at 100 µM; IC50 in µM for titrated hits;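 active means phage lysis inhibition, versus mean bacterial control, above a set limit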;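 further: capsule biogenesis inhibitors block K1F phage lysis so surviving cells raise fluorescence; higher fluorescence means more inhibition of phage lysis; actives were called in the ten point dose series up to 300 µM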
Large T inhibition: SV40 large T antigen inhibitors, biochemical (AID 1903). SV40 large T antigen ATPase/helicase inhibition assay; higher % means a stronger effect. one-dose inhibition, % at 20 µM; IC50 in µM for titrated hits. 310,000 tested, 0.39% active; in the data active means a potency from the dose series; further: strong numbers were not always called active
GPR35 antagonists: GPR35 antagonists blocking zaprinast-driven arrestin recruitment, primary screen, imaging, U2OS, beta-arrestin-GFP, zaprinast agonist (AID 2058); 290,000 tested, 0.052% active; U2OS GPR35 beta-arrestin-GFP translocation imaging, zaprinast antagonism; higher % means a stronger effect; G-protein coupled receptor 35 (Homo sapiens); one-dose inhibition, % at 10 µM; IC50 in µM for titrated hits;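 active means inhibition of at least 50% with at least 30 cells and total cytoplasm GFP at most 10,000,000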
MgcRacGAP inhibition: MgcRacGAP GTPase-activating activity inhibitors, confirmation, biochemical, ADP Hunter fluorescence; MgcRacGAP-stimulated Rac1 GTP hydrolysis, ADP Hunter fluorescence; higher % means a stronger effect; GST-tagged Rac1 F28L mutant substrate; inhibition, % at 30 µM; hits with a dose series show IC50 in µM; 340,000 tested, 0.6% active;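 active means first-screen hits whose inhibition reached a set limit at any dose in the follow-up dose series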;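 further: fluorescence reports GDP produced by GAP-driven GTP hydrolysis; strong numbers were not always called active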
Dengue-2 NS5 capping: Dengue-2 NS5 methyltransferase inhibitors, primary screen, biochemical, confirmation dose response (AID 588689) | Genome polyprotein (Dengue virus type 2 (strain 16681-PDK53)) | Dengue-2 NS5 methyltransferase capping enzyme assay, biochemical; higher % means a stronger effect | inhibition, % at 25 µM, or IC50 in µM where a hit was titrated | 340,000 tested, 0.3% active; in the data active means a potency from the dose series
GPR55 antagonists: GPR55 antagonists blocking LPI-driven arrestin recruitment, primary screen, imaging, U2OS, beta-arrestin-GFP, LPI agonist (AID 2013); U2OS GPR55 beta-arrestin-GFP translocation imaging, LPI antagonism; higher % means a stronger effect; inhibition, % at 10 µM, or IC50 in µM where a hit was titrated; 290,000 tested, 0.13% active;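 active means spots per cell inhibited over 60%, with over 100 cells counted and total cytoplasm intensity under 500,000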;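 further: U2OS cells stably carrying GPR55 and arrestin-GFP stimulated by 5 µM LPI near EC80; imaged beta-arrestin-GFP aggregate spots per cell after agonist stimulation; plate controls were LPI-stimulated DMSO wells for no effect and DMSO wells without LPI for full effect; some results filed as inactive read as strong as hits; confirmed hits need IC50 under 10 µM and bright autofluorescent wells are also inconclusive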
RSV antiviral HEp-2: RSV antiviral activity via CPE protection, HEp-2 cells, primary 10 µM value included (AID 2391); 310,000 tested, 0.13% active; HEp-2 cells, RSV-induced CPE inhibition; higher % means a stronger effect; one-dose CPE inhibition, % at 10 µM; IC50 in µM for titrated hits; in the data active means a potency from the dose series; further: strong numbers were not always called active
PhoP inhibition: inhibitors of PhoP regulon expression, primary screen, Salmonella Typhimurium, GFP reporter (AID 1863). S. Typhimurium PhoP-regulated promoter GFP reporter, 4 h; higher % means a stronger effect. one-dose inhibition, % at 50 µM; IC50 in µM for titrated hits. 300,000 tested, 0.16% active;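 active means inhibition over 29.93%, a cutoff 3 SD above the screen mean, later confirmed by dose response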;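 further: 0% = low Mg2+ inducing control and 100% = high Mg2+ repressing control; strong numbers were not always called active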
Numbers without * were called inactive; [ ] = remark or other dose.

What do the screens show for `COc1cc(-c2cc(N)n(S(=O)(=O)c3ccc(F)cc3)n2)cc(OC)c1OC`?
HIV peptide binding: -0.4%; UTI89 phage lysis: 0.7%; Large T inhibition: 3%; GPR35 antagonists: 9%; MgcRacGAP inhibition: 8%; Dengue-2 NS5 capping: 1%; GPR55 antagonists: 1%; RSV antiviral HEp-2: 3.4%; PhoP inhibition: 6%

What do the screens show for `Cn1c(SCc2ccc(F)cc2)nnc1-c1cnccn1`?
HIV peptide binding: 1.0%; UTI89 phage lysis: 0.5%; Large T inhibition: 9%; GPR35 antagonists: -8%; MgcRacGAP inhibition: 6%; Dengue-2 NS5 capping: -5%; GPR55 antagonists: -6%; RSV antiviral HEp-2: 5.2%; PhoP inhibition: 0%

How did O=C(O/N=C1/CCCc2occc21)c1ccc(Cl)cc1Cl do in these assays?
HIV peptide binding: -1.2%; UTI89 phage lysis: 0.0%; Large T inhibition: 15%; GPR35 antagonists: 8%; MgcRacGAP inhibition: 9%; Dengue-2 NS5 capping: -9%; GPR55 antagonists: 0%; PhoP inhibition: -4%

What do the screens show for `CCN(CC)S(=O)(=O)c1ccc(Cl)c(OC)c1`?
HIV peptide binding: -2.4%; UTI89 phage lysis: 0.8%; Large T inhibition: 0%; GPR35 antagonists: -4%; MgcRacGAP inhibition: 8%; Dengue-2 NS5 capping: -6%; GPR55 antagonists: 5%; RSV antiviral HEp-2: -0.9%; PhoP inhibition: -9%

Results for CCCc1ncc(C(O)c2cccc(OC)c2)n1C (centres undefined) ?
HIV peptide binding: -0.7%; UTI89 phage lysis: -0.1%; Large T inhibition: 4%; GPR35 antagonists: 0%; MgcRacGAP inhibition: 1%; Dengue-2 NS5 capping: 5%; GPR55 antagonists: 0%; PhoP inhibition: -6%

What do the screens show for `O=C(CCNC(=O)c1ccc([N+](=O)[O-])cc1)Nc1ccc(F)cc1`?
HIV peptide binding: 0.7%; UTI89 phage lysis: 0.2%; Large T inhibition: -9%; GPR35 antagonists: 2%; MgcRacGAP inhibition: 6%; Dengue-2 NS5 capping: -3%; GPR55 antagonists: 6%; RSV antiviral HEp-2: 0.0%; PhoP inhibition: -5%

What do the screens show for `CCc1ccccc1NC(=O)c1cc(-c2ccco2)on1`?
HIV peptide binding: 3.2%; UTI89 phage lysis: 0.0%; Large T inhibition: 14%; GPR35 antagonists: 5%; MgcRacGAP inhibition: 1%; Dengue-2 NS5 capping: -3%; GPR55 antagonists: 12%; RSV antiviral HEp-2: 4.5%; PhoP inhibition: -10%

How did Cn1c(SCC(=O)NC(=O)c2cccc([N+](=O)[O-])c2)nnc1-c1ccc(F)cc1 do in these assays?
HIV peptide binding: 4.1%; UTI89 phage lysis: 5.6%; Large T inhibition: -7%; GPR35 antagonists: -16%; MgcRacGAP inhibition: 7%; Dengue-2 NS5 capping: -1%; GPR55 antagonists: 11%; RSV antiviral HEp-2: 1.2%; PhoP inhibition: 31%

What do the screens show for `CCOc1c2ccc(C(=O)NC3CCCc4ccccc43)cc2nn1CC` (centres undefined)?
HIV peptide binding: -1.4%; UTI89 phage lysis: 1.2%; Large T inhibition: 10%; GPR35 antagonists: 2%; MgcRacGAP inhibition: 8%; Dengue-2 NS5 capping: -5%; GPR55 antagonists: -6%; RSV antiviral HEp-2: 1.1%; PhoP inhibition: 1%

How did O=C(O)C1CCN(S(=O)(=O)c2cccc3nsnc23)CC1 do in these assays?
HIV peptide binding: -1.9%; UTI89 phage lysis: 0.1%; Large T inhibition: 5%; GPR35 antagonists: -4%; MgcRacGAP inhibition: -15%; Dengue-2 NS5 capping: -2%; GPR55 antagonists: 5%; RSV antiviral HEp-2: 1.1%; PhoP inhibition: -11%

Results for O=C(NN=C1C2CC3CC1CC(Cl)(C3)C2)c1ccccn1 ?
HIV peptide binding: 0.8%; UTI89 phage lysis: 0.2%; Large T inhibition: 2%; GPR35 antagonists: 4%; MgcRacGAP inhibition: 8%; Dengue-2 NS5 capping: -4%; GPR55 antagonists: 17%; RSV antiviral HEp-2: 1.6%; PhoP inhibition: 8%

What do the screens show for `O=C(CN1C(=O)C2C3C=CC(C3)C2C1=O)NCCC1=CCCCC1` (centres undefined)?
HIV peptide binding: -1.8%; UTI89 phage lysis: -0.3%; Large T inhibition: 22%; GPR35 antagonists: -5%; MgcRacGAP inhibition: -2%; Dengue-2 NS5 capping: -6%; GPR55 antagonists: -5%; RSV antiviral HEp-2: 1.9%; PhoP inhibition: 2%

Quoted at random: 3 entries already listed.
What do the screens show for `CCN(CC)S(=O)(=O)c1ccc(Cl)c(OC)c1`?
HIV peptide binding: -2.4%; UTI89 phage lysis: 0.8%; Large T inhibition: 0%; GPR35 antagonists: -4%; MgcRacGAP inhibition: 8%; Dengue-2 NS5 capping: -6%; GPR55 antagonists: 5%; RSV antiviral HEp-2: -0.9%; PhoP inhibition: -9%

What do the screens show for `O=C(CN1C(=O)C2C3C=CC(C3)C2C1=O)NCCC1=CCCCC1` (centres undefined)?
HIV peptide binding: -1.8%; UTI89 phage lysis: -0.3%; Large T inhibition: 22%; GPR35 antagonists: -5%; MgcRacGAP inhibition: -2%; Dengue-2 NS5 capping: -6%; GPR55 antagonists: -5%; RSV antiviral HEp-2: 1.9%; PhoP inhibition: 2%

How did Cn1c(SCC(=O)NC(=O)c2cccc([N+](=O)[O-])c2)nnc1-c1ccc(F)cc1 do in these assays?
HIV peptide binding: 4.1%; UTI89 phage lysis: 5.6%; Large T inhibition: -7%; GPR35 antagonists: -16%; MgcRacGAP inhibition: 7%; Dengue-2 NS5 capping: -1%; GPR55 antagonists: 11%; RSV antiviral HEp-2: 1.2%; PhoP inhibition: 31%

(list continues)
Results for COc1ccc(OC)c(C2=Nn3c(nnc3-c3ccncc3)SC2)c1 ?
UTI89 phage lysis: 0.0%; Large T inhibition: 9%; MgcRacGAP inhibition: 13%; Dengue-2 NS5 capping: -1%; RSV antiviral HEp-2: 0.1%

What do the screens show for `CC1=C(C(=O)OCc2ccc3c(c2)OCO3)C(c2cccc([N+](=O)[O-])c2)NC(=O)N1` (centres undefined)?
HIV peptide binding: -0.1%; UTI89 phage lysis: -0.4%; Large T inhibition: 2%; GPR35 antagonists: -10%; MgcRacGAP inhibition: 4%; Dengue-2 NS5 capping: 1%; GPR55 antagonists: 13%; RSV antiviral HEp-2: 2.4%; PhoP inhibition: 3%

Results for O=C(c1ccc(Cl)cc1)c1c[nH]c(C(=O)C(Cl)(Cl)Cl)c1 ?
HIV peptide binding: -1.9%; UTI89 phage lysis: -1.3%; Large T inhibition: 1%; GPR35 antagonists: -7%; MgcRacGAP inhibition: 20%; Dengue-2 NS5 capping: -20%; GPR55 antagonists: -13%; RSV antiviral HEp-2: 2.2%; PhoP inhibition: 21%

How did Cc1nn(-c2ccc(F)cc2)c(Cl)c1/C=C/C(=O)OCC(=O)Nc1c(F)c(F)c(F)c(F)c1F do in these assays?
HIV peptide binding: 1.0%; UTI89 phage lysis: 0.1%; Large T inhibition: 6%; GPR35 antagonists: 9%; MgcRacGAP inhibition: 13%; Dengue-2 NS5 capping: -6%; GPR55 antagonists: 10%; RSV antiviral HEp-2: 0.5%; PhoP inhibition: 11%

How did CC(Sc1ccccc1)C(=O)NCCc1ccccc1 (centres undefined) do in these assays?
HIV peptide binding: 0.1%; UTI89 phage lysis: -1.0%; Large T inhibition: 0%; GPR35 antagonists: 0%; MgcRacGAP inhibition: 2%; Dengue-2 NS5 capping: -2%; GPR55 antagonists: 3%; RSV antiviral HEp-2: 1.6%; PhoP inhibition: 7%

Results for CCOC(=O)c1[nH]c(C)c(/C(O)=C2\C(=O)C(=O)N(CCCN(C)C)C2c2cccnc2)c1C (centres undefined) ?
HIV peptide binding: 0.2%; UTI89 phage lysis: 0.2%; Large T inhibition: -3%; GPR35 antagonists: -1%; MgcRacGAP inhibition: 7%; Dengue-2 NS5 capping: -1%; GPR55 antagonists: 10%; RSV antiviral HEp-2: -0.1%; PhoP inhibition: 20%

How did O=c1cc(CSc2ccccc2)nc(-c2ccncc2)[nH]1 do in these assays?
HIV peptide binding: 1.3%; UTI89 phage lysis: -1.9%; Large T inhibition: 3%; GPR35 antagonists: 17%; MgcRacGAP inhibition: 0%; Dengue-2 NS5 capping: -4%; GPR55 antagonists: 6%; RSV antiviral HEp-2: 0.3%; PhoP inhibition: 0%

Results for NNC(=O)Cn1c(-c2nonc2N)nc2ccccc21 ?
HIV peptide binding: -2.3%; UTI89 phage lysis: -0.5%; Large T inhibition: 10%; GPR35 antagonists: 10%; MgcRacGAP inhibition: 3%; Dengue-2 NS5 capping: -3%; GPR55 antagonists: 8%; RSV antiviral HEp-2: 0.6%; PhoP inhibition: 1%

How did CC(C)(C)C(=O)N(Cc1nc2ccccc2c(=O)[nH]1)Cc1cccs1 do in these assays?
HIV peptide binding: -0.9%; UTI89 phage lysis: -0.2%[50 µM]; Large T inhibition: 12%; GPR35 antagonists: 3%; MgcRacGAP inhibition: -2%; Dengue-2 NS5 capping: -7%; GPR55 antagonists: -6%; RSV antiviral HEp-2: -0.5%; PhoP inhibition: -1%

What do the screens show for `Cc1cc(=O)oc2cc(OC(C)C(=O)Nc3ccc(N4CCCCC4)cc3)ccc12` (centres undefined)?
HIV peptide binding: -0.8%; UTI89 phage lysis: 0.6%[50 µM]; Large T inhibition: 12%; GPR35 antagonists: 12%; MgcRacGAP inhibition: 5%; Dengue-2 NS5 capping: 2%; GPR55 antagonists: 9%; RSV antiviral HEp-2: 1.0%; PhoP inhibition: -5%

How did CCn1cc(C(=O)NCCN(CC(C)C)CC(C)C)c(=O)c2cc(S(=O)(=O)N3CCOCC3)ccc21 do in these assays?
HIV peptide binding: -0.1%; UTI89 phage lysis: 0.1%; Large T inhibition: -2%; GPR35 antagonists: 5%; MgcRacGAP inhibition: -7%; Dengue-2 NS5 capping: -7%; GPR55 antagonists: 1%; RSV antiviral HEp-2: 0.1%; PhoP inhibition: 7%

Results for N#Cc1ccccc1OCCN1C(=O)c2ccccc2C1=O ?
HIV peptide binding: 1.1%; UTI89 phage lysis: 3.6%; Large T inhibition: 1%; GPR35 antagonists: -4%; MgcRacGAP inhibition: 6%; Dengue-2 NS5 capping: -1%; GPR55 antagonists: 41%; RSV antiviral HEp-2: 0.7%; PhoP inhibition: -6%
